Screening results (PubChem BioAssay)
PGK inhibitor – blocks T. brucei phosphoglycerate kinase | PGK/GAPDH coupled, Kinase-Glo luminescence, 60 min | 380,000 compounds, 0.043% hits | Potency, µM (series often up to 57.5 µM), without a hit: top-dose activity change, negative = inhibition, actives largely listed as inhibitors; further: on the % scale 0 is the no-effect control and ±100 the full control effect; nearly all actives have a fitted effect of over 60% in size
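Recombinant glycosomal PGK reaction used 1,3-bisphosphoglycerate generated in-well by GAPDH (100nM final) in 100mM TEA pH 7.6, 5mM MgCl2, 0.01% Tween-20. After 60 minutes at room temperature, ATP was read by Kinase-Glo Plus luminescence end-point.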
RGS4 inhibitor – inhibitors of human regulator of G protein signaling 4; P49798; Transcreener GDP fluorescence polarization, RGS4-accelerated GTP hydrolysis; Potency, µM (top dose mostly 114 µM), for inactives: at the highest dose activity change, negative = inhibition, hits mostly inhibitors; 390,000 compounds, 0.039% hits; further: on the % scale 0 is the no-effect control and ±100 the full control effect; nearly all actives have a fitted effect of over 75% in size; some results filed as inactive show a strong effect at the top dose
Target sequence (P49798 whole entry, looked up): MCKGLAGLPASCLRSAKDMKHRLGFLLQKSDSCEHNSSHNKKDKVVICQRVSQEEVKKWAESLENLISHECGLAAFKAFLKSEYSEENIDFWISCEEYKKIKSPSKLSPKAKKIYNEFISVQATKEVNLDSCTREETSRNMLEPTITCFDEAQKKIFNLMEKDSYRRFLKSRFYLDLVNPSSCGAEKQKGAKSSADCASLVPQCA
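MLSMR compounds (23 nl, pin-transferred) preincubated 10 min at room temperature with a 500nM (2x) first reagent, then RGS4 at 900nM (2x) plus Transcreener GDP mix added; fluorescence polarization (620/688 nm) read before and after 90 min at 30 °C.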
HP1b chromo inh – blocks HP1-beta chromodomain binding to methylated histone tails; AlphaScreen HP1-beta / biotin-H3K9me3 peptide binding; P83916; AID 540317; Potency, µM (top dose mostly 114 µM), inactives show top-dose activity change, negative = inhibition, most hits filed as inhibitors; 390,000 compounds, 0.56% hits; further: nearly all actives have a fitted effect of over 70% in size; inactives centre near 23
Target sequence (P83916 whole entry, looked up): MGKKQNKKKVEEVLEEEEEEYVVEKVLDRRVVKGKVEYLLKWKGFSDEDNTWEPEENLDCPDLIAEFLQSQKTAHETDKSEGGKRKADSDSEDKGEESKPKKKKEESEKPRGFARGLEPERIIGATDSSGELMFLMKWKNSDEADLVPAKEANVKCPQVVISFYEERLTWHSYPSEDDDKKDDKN
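AlphaScreen: HP1-beta (50 nM) preformed 30 min with biotin-H3(1-18)K9me3 peptide (50 nM) in PBS pH 7.4, 0.01% Tween-20. Compound added for 30 min at RT, then streptavidin donor/nickel chelate acceptor beads (10 ug/mL) for 30 min.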
rTrxR1 inhibitor – rat TrxR1 inhibition. O89049. Potency, µM (series often up to 114 µM), for the others: at the highest dose activity change, negative = inhibition, hits mostly inhibitors. 390,000 compounds, 1% hits. recombinant rTrxR1, NADPH fluorescence consumption, selenite substrate. AID 588453; further: on the % scale 0 is the no-effect control and ±100 the full control effect; nearly all actives have a fitted effect of over 65% in size
Target sequence (O89049 whole entry, looked up): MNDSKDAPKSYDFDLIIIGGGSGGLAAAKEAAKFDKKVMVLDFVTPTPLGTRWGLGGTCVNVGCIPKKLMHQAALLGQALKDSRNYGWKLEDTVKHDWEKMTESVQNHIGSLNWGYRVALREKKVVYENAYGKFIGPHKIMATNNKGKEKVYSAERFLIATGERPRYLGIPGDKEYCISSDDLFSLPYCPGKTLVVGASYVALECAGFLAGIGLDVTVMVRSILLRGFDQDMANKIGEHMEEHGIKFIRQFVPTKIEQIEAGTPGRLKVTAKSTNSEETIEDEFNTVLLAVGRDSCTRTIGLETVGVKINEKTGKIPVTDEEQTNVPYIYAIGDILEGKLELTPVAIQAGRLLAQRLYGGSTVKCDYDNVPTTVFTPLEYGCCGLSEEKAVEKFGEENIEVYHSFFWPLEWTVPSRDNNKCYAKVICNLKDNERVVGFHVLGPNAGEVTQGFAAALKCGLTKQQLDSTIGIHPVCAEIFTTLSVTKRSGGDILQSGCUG
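Rat TrxR1 (90 nM in the dispensed reagent) was pre-reduced with 400 uM NADPH for 5 min at room temperature, then incubated with compound for 15 min. After 400 uM selenite was added, NADPH fluorescence (Ex 340/Em 450 nm) was followed for 8 min.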
GLS inhibitor – glutaminase GLS (human) inhibition; O94925; Potency, µM (doses to about 45.5 µM), for inactives: at the top dose activity change, negative = inhibition, hits mostly inhibitors; GLS enzymatic activity, qHTS titration; 410,000 compounds, 0.21% hits; further: on the % scale 0 is the no-effect control and ±100 the full control effect
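hKGA in 45 mM KH2PO4 (pH 8.2), 0.02% Tween-20 with compound, then 1mM L-Glutamine (stock as added) plus glutamate oxidase/HRP/Amplex red coupling mix. Fluorescence read initially and after 30 min at RT; signal change reflects glutamate formation.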
ALOX12 inh – blocks human arachidonate 12S-lipoxygenase | Potency, µM (series often up to 108 µM), for inactives: at the top dose activity change, negative = inhibition, usual class: inhibitors | purified 12hLO, xylenol orange hydroperoxide absorbance | AID 1671190 | P18054 | 580,000 compounds, 1.1% hits; further: on the % scale 0 is the no-effect control and ±100 the full control effect
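Hydroperoxide product was detected by ferrous iron/xylenol orange as the 573 to 405 nm absorbance ratio. Arachidonic acid at 40 uM (final) was turned over for 30 min at room temperature by 150 nM human 12hLO, pH 7.0 Hepes buffer, after 15 min compound preincubation.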
ERG Ets-DNA blk – inhibitors of human ERG Ets domain-DNA interaction; AID 624246; fluorescence polarization, His-ERG Ets domain / labelled DNA; Potency, µM (doses to about 76.9 µM), without a hit: at the highest dose FP activity, negative = inhibition, actives largely listed as inhibitors; 370,000 compounds, 0.028% hits; active means well fitted inhibition curve with a large enough effect in the polarisation, with a control signal flat; inconclusive means small, poorly fitted or top-dose-only effect, or effect the other way, or a change in a side signal; inactive means no such curve, though single readings can be large or run the other way; the % refers to the polarisation;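 further: polarization taken with two DNA probes labelled with fluorescein and Texas red; % of control where 0% means no effect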
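His-tagged ERG Ets domain (1 uM in the protein solution; 300mM KCl, 50mM Tris-HCl, 1mM EDTA, 1mM DTT, pH 7.5) received compound, then a probe mix of 5 nM fluorescein-DNA and 100nM Texas-615-DNA. Fluorescence polarization was read for both dyes.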
Pin1 inh – human Pin1 inhibition; 390,000 compounds, 0.009% hits; AID 504891; Potency, µM (series often up to 115 µM), for the others: at the highest dose activity, negative = inhibition, actives largely listed as inhibitors; Pin1 FP peptide displacement, HiFluor488, 10 min; active means well fitted inhibition curve with a large enough effect in the polarisation, with a control signal flat, not every such curve was filed as active; inconclusive means small, poorly fitted or top-dose-only effect, or effect the other way, or a change in a side signal; inactive means no such curve, though single readings can be large or run the other way; the % refers to the polarisation; further: on the % scale 0 is the no-effect control and ±100 the full control effect
Target sequence (Q13526 whole entry, looked up): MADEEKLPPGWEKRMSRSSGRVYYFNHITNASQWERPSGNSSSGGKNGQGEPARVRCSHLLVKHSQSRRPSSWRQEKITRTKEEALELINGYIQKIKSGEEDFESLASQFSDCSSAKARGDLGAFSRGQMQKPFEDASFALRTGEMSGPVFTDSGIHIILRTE
JMJD2A Tudor inh – inhibitors of human JMJD2A Tudor domain; O75164; AlphaScreen JMJD2A-Tudor / H3K4me3 peptide binding; Potency, µM (doses to about 114 µM), without a hit: top-dose activity change, negative = inhibition, most hits filed as inhibitors; 390,000 compounds, 4.4% hits; further: on the % scale 0 is the no-effect control and ±100 the full control effect; nearly all actives have a fitted effect of over 50% in size
An asterisk follows results filed as active; i = inactive; ? = inconclusive; · = no result given; [ ] = remark or other dose. Unless noted, the call rests on the fitted dose curve; in most records, active means well fitted curve in the direction sought with a large enough effect; inconclusive means small, poorly fitted or top-dose-only effect, or another doubt; inactive means no such curve, though single readings can be large; an effect the other way counts as inactive or inconclusive. Potency means the concentration at half of the fitted maximal effect. This is a subset; count on the stated rates, not on these rows.

entry | PGK inhibitor | RGS4 inhibitor | HP1b chromo inh | rTrxR1 inhibitor | GLS inhibitor | ALOX12 inh | ERG Ets-DNA blk | Pin1 inh | JMJD2A Tudor inh | Structure
1 | 1% | 15% | 8% | 10% | -3% | 2% | -2% | 0% | -23% | COc1ccccc1/C=C/CN1CCC(Oc2ccc(C(=O)N3CCCC3)cc2)CC1
2 | -12% | ? | 26% | -10% | -1% | -16% | · | 4% | -3% | C/C(=N\NC(=O)c1c(Cl)cnn1C)c1cccc(NC(=O)C(C)C)c1
3 | 6% | -8% | 44%[activator] | -7% | 14% | 0% | 1% | -2% | 14% | CCOc1cccc(C(=O)Nc2ccccc2OC(F)F)c1
4 | 2% | 8% | 31% | 21% | -3% | -7% | -21% | 0% | -2% | O=C(c1ccco1)c1cn(CCOc2ccc(Cl)cc2)c2ccccc12
5 | 5% | 30% | 234%[activator] | -2%[57.1 µM] | 3% | ? | 2% | 13% | 88%[activator] | COc1ccc2nc3c(cc2c1)c(NC(=O)c1cccs1)nn3CC(C)C
6 | 3% | -25% | 43% | 10%[57.1 µM] | -9% | 3% | -4% | 0% | -20% | COc1ccccc1/C=C/C1C(C(=O)OCC(C)C)=C(C)N=C2SCCC(=O)N21 (stereo unspecified)
7 | -9% | 13% | 19% | -6% | 3% | -13% | -2% | -4% | -8% | CC(=O)NC(Cc1ccccc1)C(=O)N1CCN(C(=O)c2ccco2)CC1 (stereo unspecified)
8 | i | -2% | 22% | 7% | -3% | 17% | -21% | 5% | -7% | Fc1ccc2c(c1)C(c1ccncc1)=NNC(c1ccc(Br)cc1)=N2
9 | -10% | 18% | 45%[activator] | 22% | 1% | -16% | 2% | 7% | -7% | COc1ccccc1NC(=O)c1oc2ccccc2c1NC(=O)c1ccc(S(=O)(=O)N(C)C)cc1
10 | -13% | -26% | -12% | 15%[57.1 µM] | 1% | 70%[activator] | 6% | 3% | ? | COc1ccccc1C(=O)NC(CCSC)C(=O)OCC(=O)NC(=O)NCc1ccco1 (stereo unspecified)
11 | 0% | -2% | 114%[activator] | 3%[57.1 µM] | -4% | -7% | -1% | ? | 35% | OCC1(Cc2cccc(Cl)c2)CCCN(Cc2ccc(F)c(F)c2)C1 (stereo unspecified)
12 | -11% | -5% | 16% | 28%[57.1 µM] | -6% | -27% | 18% | 12% | 8% | O=C(Nc1ccc(NC(=O)c2cc3ccccc3o2)cc1)c1ccco1
13 | -9% | -30% | 2% | 11% | 1% | -10% | -5% | -1% | -12% | Cc1oc2ncnc(N3CCCCC3)c2c1C(=O)NCC1CCN(Cc2ccccc2F)CC1
14 | 4% | 19% | -15% | -15%[57.1 µM] | -18% | 0% | -3% | 0% | -33% | COc1ccc(-c2nc(N)ncc2-c2ccc(OC)c(OC)c2)c(O)c1
15 | 8% | 18% | 15% | 1% | -1% | -17% | 8% | 3% | -8% | COCCn1c(SC(C)C(=O)NCC2CCCO2)nc2scc(-c3ccc(F)cc3)c2c1=O (stereo unspecified)
16 | i | -6% | 14% | -12% | 12% | 2% | · | -1% | -14% | CN(C1CCCC1)C1CCN(C(=O)CNC(=O)/C=C/c2ccccc2)CC1
17 | 5% | 4% | -3% | 5%[57.1 µM] | 11% | -2% | 22% | ? | -22% | N#CCC(=O)Nc1ccc(C(=O)OCC(=O)NC(=O)NCc2ccco2)cc1
18 | i | 5% | 32% | 19% | 1% | -17% | -6% | -5% | -20% | CCn1c(C)nnc1SCC(=O)NC1CCCCCC1
19 | -5% | 11% | 22% | 9%[57.1 µM] | 7% | ? | -5% | 0% | -13% | Cc1ccc2nsnc2c1NC(=O)c1cncc(Br)c1
20 | -4% | -10% | 34% | 9% | -7% | ? | -4% | -4% | -6% | CCCOc1ccc(C(=O)Nc2ccc(NC(=O)c3cccc(Cl)c3)cc2)cc1

(more compounds)
entry | PGK inhibitor | RGS4 inhibitor | HP1b chromo inh | rTrxR1 inhibitor | GLS inhibitor | ALOX12 inh | ERG Ets-DNA blk | Pin1 inh | JMJD2A Tudor inh | Structure
21 | 6% | -12% | 29% | -5% | -3% | ? | -1% | 0% | 18µM* | O=C(CCn1c(=S)[nH]c2ccccc2c1=O)NCCCN1CCCC1=O
22 | 5% | 24% | ? | 6%[57.1 µM] | 15% | -7% | 1% | 1% | ? | N#Cc1nc(COc2ccc(F)cc2)oc1N1CCN(Cc2ccccc2)CC1
23 | -4% | 0% | 67% | 15%[57.1 µM] | -12% | -18% | 1% | -7% | 9% | COc1ccccc1C/C(N)=N/OC(=O)c1cccs1
24 | -7% | 20% | 17% | 4%[57.1 µM] | 21% | -20% | 0% | 1% | -12% | COc1ccc(C(=O)Nc2ccncc2)c(OC)c1
25 | -5% | 1% | 9% | 22%[57.1 µM] | 4% | -9% | 5% | 1% | -19% | O=C(CSc1ccc2nnc(-c3ccccc3)n2n1)NCC1CCCO1 (stereo unspecified)
26 | 2% | -5% | 28% | 36% | 0% | 0% | -18% | -4% | -4% | O=C(NC1CCCCC1)c1ccccc1NC(=O)C1CC(=O)N(c2ccc(Cl)cc2)C1 (stereo unspecified)
27 | -5% | -21% | 21% | 11% | 4% | -10% | -3% | -6% | -19% | O=C(CC1NCCNC1=O)Nc1ccc2c(c1)OCO2 (stereo unspecified)
28 | -8% | -5% | 27% | -10% | 0% | 6% | · | -5% | -6% | CC(C)(C)c1nc(C(C)(C)C)c(Br)c(=O)[nH]1
29 | -1% | 6% | 4% | 1% | -2% | -41% | 5% | -2% | -24% | CC1CN/C(=C\C(=O)c2ccc(Cl)cc2)C(=O)N1 (stereo unspecified)
30 | i | -3% | 26% | -6%[57.1 µM] | 3% | -25% | 2% | -9% | -15% | Cc1ccc(S(=O)(=O)N2CCOCC2)cc1C(=O)OC(C)C(=O)c1ccccc1 (stereo unspecified)
31 | 4% | -6% | 50%[activator] | 5% | 6% | 155%[activator] | -4% | 1% | -8% | CCSc1nnc(NC(=O)CCN2C(=O)C3CCCCC3C2=O)s1 (stereo unspecified)
32 | -11% | -6% | 22% | 3%[57.1 µM] | -8% | 0% | 1% | 9% | -13% | COc1cccc(NC(=O)[C@@H]2CCCN2C(=O)C2CCN(S(=O)(=O)c3ccc(C)cc3)CC2)c1
33 | -3% | -17% | ? | ? | 21% | 22% | 2% | 10% | -27% | O=C(CN1C(=O)c2ccccc2C1=O)Nc1sc2c(c1C(=O)NCc1ccco1)CCCC2
34 | 9% | 16% | 4% | -9% | 8% | 0% | -6% | -5% | -14% | COC(=O)Cc1[nH]c(Cl)nc1C(N)=O
35 | -1% | 48% | 31% | 16% | 0% | -3% | 0% | -5% | -14% | CCCCN1C[C@H](CO)Oc2cccc(F)c2S1(=O)=O
36 | -3% | -31% | 59%[activator] | 2% | -4% | 16% | 15% | -2% | -16% | C/C(=N\NC(=O)Cn1c(-c2ccccn2)nc2ccccc21)c1cccc(O)c1
37 | · | 6% | 5% | 28% | -8% | -7% | -3% | 6% | -21% | C#CC(C)(CC)NC(=O)Cn1nnc(-c2ccc(OCc3c(F)cccc3Cl)cc2)n1 (stereo unspecified)
38 | -8% | 1% | 52%[activator] | 15%[57.1 µM] | -7% | -2% | -23% | -2% | 1% | CC(CNC(=O)c1ccc(NC2=NC3CS(=O)(=O)CC3S2)cc1)c1ccccc1 (stereo unspecified)
39 | 3% | -23% | 16% | 13% | 4% | -29% | -6% | 4% | -18% | Cc1ccc(NC(=O)C2CCN(C(=O)c3cnn(-c4ccccc4)c3-n3cccc3)CC2)cc1C
40 | -2% | -1% | 27% | 19% | 3% | 1% | 11% | -2% | -9% | C[C@@]12CCC[C@@](C)(C(=O)O)C1CC[C@@]13C[C@@H](NCc4ccccc4)[C@@](C)(CCC12)C3 (stereo partly specified)

Record cards (already shown). Values in the order: PGK inhibitor	RGS4 inhibitor	HP1b chromo inh	rTrxR1 inhibitor	GLS inhibitor	ALOX12 inh	ERG Ets-DNA blk	Pin1 inh	JMJD2A Tudor inh
O=C(CC1NCCNC1=O)Nc1ccc2c(c1)OCO2 (stereo unspecified) as listed: -5%	-21%	21%	11%	4%	-10%	-3%	-6%	-19%
C[C@@]12CCC[C@@](C)(C(=O)O)C1CC[C@@]13C[C@@H](NCc4ccccc4)[C@@](C)(CCC12)C3 (stereo partly specified) as listed: -2%	-1%	27%	19%	3%	1%	11%	-2%	-9%

Compounds listed so far containing two or more sulfur atoms, in the order listed:
entry | PGK inhibitor | RGS4 inhibitor | HP1b chromo inh | rTrxR1 inhibitor | GLS inhibitor | ALOX12 inh | ERG Ets-DNA blk | Pin1 inh | JMJD2A Tudor inh | Structure
15 | 8% | 18% | 15% | 1% | -1% | -17% | 8% | 3% | -8% | COCCn1c(SC(C)C(=O)NCC2CCCO2)nc2scc(-c3ccc(F)cc3)c2c1=O (stereo unspecified)
31 | 4% | -6% | 50%[activator] | 5% | 6% | 155%[activator] | -4% | 1% | -8% | CCSc1nnc(NC(=O)CCN2C(=O)C3CCCCC3C2=O)s1 (stereo unspecified)
38 | -8% | 1% | 52%[activator] | 15%[57.1 µM] | -7% | -2% | -23% | -2% | 1% | CC(CNC(=O)c1ccc(NC2=NC3CS(=O)(=O)CC3S2)cc1)c1ccccc1 (stereo unspecified)
